# High-throughput results (PubChem BioAssay)
# NR5A2 inv ag – inverse agonists of human LRH-1 (NR5A2); HEK293T StAR-luciferase reporter, LRH-1 transfected, 24 h; inhibition, % at 3.6 µM; actives 0.13% (n = 360,000); AID 602396;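 active = inhibition above the mean inhibition of all tested compounds plus 3 SD, cut at about 73% in these data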;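 note: 0% = DMSO wells and 100% = reporter-only cells lacking LRH-1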
# ABHD5-PLIN5 inh – inhibitors of human ABHD5-perilipin-5 interaction; inhibition, % at 4 µM; Split G. princeps luciferase complementation, luminescence, 4 h; AID 602281; Q00G26+Q8WTS1; actives 0.78% (n = 360,000);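 active = inhibition above the mean inhibition across every tested compound plus 3 SD, cut at about 22% in these data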;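 note: 0% = DMSO only wells and the 100% control is not disclosed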
# COUP-TFII inh – blocks human COUP-TFII nuclear receptor; HEK293T NGFI-A luciferase reporter, luminescence; inhibition, % at 8.6 µM; actives 0.7% (n = 370,000); AID 686940;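 active = inhibition above a per-plate cutoff, mean inhibition of test wells between control levels plus 3 SD, cut at about 38% in these data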;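 note: cells cotransfected with COUP-TFII expression vector driving the NGFI-A reporter; 0% = median of COUP-TF2 test wells and 100% = reporter-only cells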
# NCOA2 inhibitor – human SRC2 (NCOA2) inhibition | HEK293 GAL4-SRC2 luciferase reporter, luminescence | AID 651957 | inhibition, % at 9 µM | actives 0.17% (n = 370,000) | Q15596;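 active = inhibition above the mean inhibition of all tested compounds plus 3 SD, set per campaign, cut at about 52% in these data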;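 note: 0% = DMSO treated cells and 100% = cells given Gossypol at 36 µM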
# Granule exo inh – blocks lytic granule exocytosis; TALL-104 LAMP-1 surface exposure, flow cytometry; cells stimulated with thapsigargin and PMA; inhibition, % at 10 µM; actives 0.66% (n = 360,000); AID 651702;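 active = inhibition above about 55%, limit read from the data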
# TLR9-MyD88 inh – blocks human TLR9 binding to MyD88 | Q9NR96+Q99836 | CHO BLA complementation TLR9-MyD88, CCF4 FRET ratio | inhibition, % at 4.98 µM | actives 0.21% (n = 340,000) | AID 504734;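 active = inhibition above the mean over all tested compounds plus 3 SD, cut at about 21% in these data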;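 note: 0% = DMSO only wells and 100% = clavulanate BLA inhibitor control wells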
# TROY NFkB inh – blocks TROY-dependent signaling in reporter cells; Q293 LMP1-TROYcd NF-kB luciferase reporter, 4 h; inhibition, % at 10 µM; actives 0.98% (n = 360,000);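 active = compounds whose plate-normalised and pattern-corrected inhibition of the luciferase reporter signal at the single screening dose is 50% or more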
# NOD2-RIPK2 inh – blocks binding of human NOD2 to RIPK2; CHO BLA complementation NOD2-RIPK2, CCF4 ratio; inhibition, % at 4.98 µM; actives 0.38% (n = 360,000); in the data active = inhibition above about 21%;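 note: 0% = vehicle only and 100% = reference blocker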
# NCOA3 inh – inhibits human SRC3 coactivator | Q9Y6Q9 | HEK293 GAL4-SRC3 luciferase reporter, luminescence | inhibition, % at 3.6 µM | actives 0.17% (n = 360,000) | AID 588352;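 active = inhibition above a per-campaign cutoff, the mean of all compounds plus 3 SD, cut at about 60% in these data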;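 note: 0% = DMSO-treated cells and 100% = gossypol-treated cells at 36 µM; higher means less SRC3-driven luciferase light from the GAL4 reporter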
# Target sequence (Q9Y6Q9 whole entry, looked up, the tested form may be a part): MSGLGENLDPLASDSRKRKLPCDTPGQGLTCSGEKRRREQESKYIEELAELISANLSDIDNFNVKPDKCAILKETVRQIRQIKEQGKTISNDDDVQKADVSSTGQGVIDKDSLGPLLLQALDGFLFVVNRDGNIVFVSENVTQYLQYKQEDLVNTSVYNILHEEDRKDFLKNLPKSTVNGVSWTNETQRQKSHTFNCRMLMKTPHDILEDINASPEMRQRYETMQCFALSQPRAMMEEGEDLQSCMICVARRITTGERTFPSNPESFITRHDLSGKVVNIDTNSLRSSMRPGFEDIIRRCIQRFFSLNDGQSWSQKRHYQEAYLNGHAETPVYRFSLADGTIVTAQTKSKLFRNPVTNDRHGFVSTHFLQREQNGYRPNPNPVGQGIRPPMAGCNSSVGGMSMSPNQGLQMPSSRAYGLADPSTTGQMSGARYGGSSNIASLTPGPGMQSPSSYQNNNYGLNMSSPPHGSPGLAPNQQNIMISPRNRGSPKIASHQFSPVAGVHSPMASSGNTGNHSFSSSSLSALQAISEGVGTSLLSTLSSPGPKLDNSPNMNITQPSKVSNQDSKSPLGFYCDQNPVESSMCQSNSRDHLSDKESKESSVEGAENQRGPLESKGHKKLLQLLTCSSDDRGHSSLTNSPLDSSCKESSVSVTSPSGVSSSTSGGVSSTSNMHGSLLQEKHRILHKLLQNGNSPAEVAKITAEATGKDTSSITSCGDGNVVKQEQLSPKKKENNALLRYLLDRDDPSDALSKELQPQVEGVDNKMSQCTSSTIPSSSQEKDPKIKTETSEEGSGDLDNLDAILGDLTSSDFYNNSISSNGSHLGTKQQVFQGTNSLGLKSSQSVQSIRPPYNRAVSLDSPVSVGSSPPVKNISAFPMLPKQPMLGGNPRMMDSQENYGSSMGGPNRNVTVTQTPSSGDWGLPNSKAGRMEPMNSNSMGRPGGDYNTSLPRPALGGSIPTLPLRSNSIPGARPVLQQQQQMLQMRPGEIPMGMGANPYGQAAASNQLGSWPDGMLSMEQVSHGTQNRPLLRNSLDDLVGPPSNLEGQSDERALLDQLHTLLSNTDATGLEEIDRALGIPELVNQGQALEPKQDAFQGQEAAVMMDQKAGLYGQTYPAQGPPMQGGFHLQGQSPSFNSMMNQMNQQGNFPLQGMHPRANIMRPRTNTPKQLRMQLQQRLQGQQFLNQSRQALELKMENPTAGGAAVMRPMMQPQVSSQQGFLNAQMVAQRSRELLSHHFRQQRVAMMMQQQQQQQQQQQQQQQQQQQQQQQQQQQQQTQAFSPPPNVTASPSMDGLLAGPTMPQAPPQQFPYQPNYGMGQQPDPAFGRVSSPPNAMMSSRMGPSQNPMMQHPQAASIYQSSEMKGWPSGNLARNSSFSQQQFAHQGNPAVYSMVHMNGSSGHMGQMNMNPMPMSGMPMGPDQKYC
# TWEAK-Fn14 inh – TWEAK-Fn14 signaling inhibition | inhibition, % at 10 µM | AID 1159606 | TWEAK-stimulated Fn14 reporter cells, luciferase luminescence, 8 h | actives 2% (n = 360,000); in the data active = inhibition above about 50%
# SRC1 inh – inhibits human SRC1 coactivator. Q15788. HEK293 GAL4-SRC1 luciferase reporter, luminescence. inhibition, % at 3.6 µM. actives 0.12% (n = 360,000);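 active = inhibition above the campaign mean plus 3 SD, with each screening campaign given its own cutoff, cut at about 60% in these data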;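 note: 0% = DMSO treated cells and 100% = gossypol at 36 µM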
# Numbers without * were called inactive; · = not tested or not shown.
# Value order – NR5A2 inv ag	ABHD5-PLIN5 inh	COUP-TFII inh	NCOA2 inhibitor	Granule exo inh	TLR9-MyD88 inh	TROY NFkB inh	NOD2-RIPK2 inh	NCOA3 inh	TWEAK-Fn14 inh	SRC1 inh
COc1ccccc1C(=O)N(Cc1ccc(C)o1)C1CCS(=O)(=O)C1 (stereo not given)
    17	-6	11	28	-1	4	-1	6	15	-17	27
CCOc1ccc(N(C(C)C(=O)N/N=C(\C)c2cccc(NC(=O)c3ccccc3)c2)S(C)(=O)=O)cc1 (stereo not given)
    -2	0	10	-2	1	-4	6	-2	-3	32	-14
Cc1ccc2c(CSc3nc4ccccc4c(=O)n3CCCO)cc(=O)oc2c1
    13	-8	1	0	-2	-9	27	-2	19	-2	4
O=C(c1ccc(-c2ccccc2Cl)o1)N1CCN(c2ccccc2O)CC1
    12	-1	-6	-12	3	5	29	3	-14	26	-14
COc1ccc(C(C)=O)cc1CN1C(=O)NC2(CCCCC2C)C1=O (stereo not given)
    12	1	20	-11	1	-11	19	-6	0	4	-5
CCOc1ccc(C2CC(c3ccccc3)Nc3nc(N)nn32)cc1 (stereo not given)
    18	-7	2	12	0	-5	0	-2	6	12	-1
COc1ccccc1C(O)(c1ccccc1)c1ccccc1OC
    12	4	1	5	0	-10	5	-9	4	-1	1
Cc1ccccc1NC(=O)CCNS(=O)(=O)c1ccc2c(c1)CCC(=O)N2
    -3	-7	-2	-18	-12	3	34	-5	5	2	-9
CCCOc1ccc(C(=O)N2CCN(Cc3ccc4c(c3)OCO4)CC2)cc1
    18	-2	7	4	2	4	-7	-3	3	-5	-5
COc1ccc(CN(C(=O)c2cc3ccccc3oc2=O)C2CCS(=O)(=O)C2)cc1OC (stereo not given)
    -88	-4	-29	-28	-9	-3	-32	-6	-94	-5	-85
Cc1ccc2c(C)cc[n+](CCCS(=O)(=O)[O-])c2c1
    4	4	3	9	-1	-11	-7	-10	2	17	10
COc1ccccc1N1CCN(C(=O)c2oc3ccc(Br)cc3c2C)CC1
    6	1	3	-3	3	-8	19	-4	18	13	-4
Cc1nnc(NC2CCCCC2)[nH]c1=O
    -13	0	3	-14	-1	-1	0	-1	5	-9	-19
CCOc1ccc(Nc2nc3ccccc3n2C)cc1
    -105	9	-54	-64	-2	1	-32	2	-73	-48	-53
COc1ccc(C(=O)N/N=C/c2c(C)[nH]c(=O)[nH]c2=O)cc1
    -8	6	-4	-31	1	6	3	0	7	8	-22

# Later entries.
# Value order – NR5A2 inv ag	ABHD5-PLIN5 inh	COUP-TFII inh	NCOA2 inhibitor	Granule exo inh	TLR9-MyD88 inh	TROY NFkB inh	NOD2-RIPK2 inh	NCOA3 inh	TWEAK-Fn14 inh	SRC1 inh
COc1ccc(/C=C2\SC(=S)N(CCC(=O)NCCc3ccc(O)cc3)C2=O)cc1
    -9	-2	-8	29	37	-2	-21	-4	1	2	6
C=CCN1c2ccc(Br)cc2C(=O)CS1(=O)=O
    3	-6	-31	-35	-3	3	7	-7	3	13	-4
O=S(=O)(NC1CCSc2ccccc21)c1ccc(Cl)nc1 (stereo not given)
    1	3	15	3	5	-10	6	4	-9	27	-51
C[C@H](CO)N1C[C@H](C)[C@@H](CN(C)C(=O)NC2CCCCC2)Oc2ccc(NS(=O)(=O)c3ccccc3)cc2C1=O
    -3	-1	-3	-1	-11	-3	2	-10	8	-1	-13
COC(=O)c1ccc(NC(=O)N2CCCC(C(=O)c3ccccc3OC)C2)cc1 (stereo not given)
    -8	-1	-12	12	2	2	6	-1	5	-3	-48
CCC(=O)N1CCN(c2ccc(NC(=O)c3ccco3)cc2Cl)CC1
    -26	3	-4	-15	-2	-9	-19	3	-20	-36	-30
CN(c1ccc(OCC(=O)OCC(=O)Nc2ccccc2)cc1)S(=O)(=O)c1cccs1
    -7	-8	11	15	-2	8	11	2	-3	3	3
COC(=O)C1CCN(C(=O)c2cc(S(=O)(=O)N3CCCCC3)ccc2Cl)CC1
    6	2	-20	10	3	0	-1	-3	4	-6	-25
CN(C)c1ccc(C(=S)NC2CCCCC2)cc1
    -82	-1	-23	-71	4	-7	-37	-2	-63	-13	-29
Cc1ccc(NC(=O)NCc2cccnc2)cc1
    -25	6	-27	-16	-10	-10	-28	13	-7	6	-16
Cc1nnc(NC(=O)CSc2nnc(CNC(=O)c3ccc(S(=O)(=O)N(C)C)cc3)o2)s1
    8	-9	-4	-9	4	-1	-12	4	-18	10	-12
CCOc1ccccc1/C=C(\C#N)C1=CCCC1
    -5	10	7	6	-11	7	-17	-4	2	4	10
COc1ccc(-c2c(C(=O)c3ccccc3)[nH]c(N)c2C(=O)NCc2ccccc2)cc1OC
    -9	3	11	-46	5	·	35	-13	·	14	·
O=c1cc(-c2cccc([N+](=O)[O-])c2)[nH][nH]1
    11	-38	-2	-3	-2	-1	6	1	13	-1	8
Cc1cccc(-n2c(N)cc(=O)nc2SCC(=O)Nc2ccccc2)c1
    23	1	1	-5	0	7	-26	7	-17	8	15

# New compounds follow:
# Value order – NR5A2 inv ag	ABHD5-PLIN5 inh	COUP-TFII inh	NCOA2 inhibitor	Granule exo inh	TLR9-MyD88 inh	TROY NFkB inh	NOD2-RIPK2 inh	NCOA3 inh	TWEAK-Fn14 inh	SRC1 inh
COc1ccc(N2CCN(C(=O)c3ccc(Oc4ccc(C(F)(F)F)cn4)cc3)CC2)cc1
    2	2	13	-6	-7	3	17	3	15	24	-9
CCOC(=O)c1nn(-c2ccc(C)c(C)c2)c(=O)c(C#N)c1C
    -14	-16	-28	-12	-3	1	8	1	1	-8	-9
CN(Cc1ccccc1)CC(O)COc1ccc(CNCCc2ccncc2)cc1 (stereo not given)
    6	0	-3	15	22	4	14	1	8	-5	-12
N#CC(c1ccccc1)c1ccc(=O)[nH]n1 (stereo not given)
    0	7	4	-3	-3	6	2	1	14	2	-7
CCC(C)(C(=O)Nc1ccc(OC)cc1)N(C)C(=O)Cn1nnnc1N (stereo not given)
    5	10	7	-9	1	-13	5	5	-4	-9	3
Cc1ccccc1NS(=O)(=O)c1cc(C(=O)Nc2cccc([N+](=O)[O-])c2)ccc1C
    -28	6	10	11	13	-2	59*	-2	10	67*	6
CC1=C(C(=O)OCc2ccccc2)C(c2ccccc2-c2ccccc2)NC(=O)N1CCCCCC(=O)O (stereo not given)
    -6	-4	2	-20	-10	9	1	-4	-6	2	10
CCOC(=O)C[C@H]1c2cc(F)ccc2S(=O)(=O)N1c1ccccc1
    -6	-1	9	0	-4	-3	-7	-4	-17	0	-7
CCCCC/C=C/C1=CC(=O)C[C@H](c2ccc(OC)cc2)C1
    6	4	-2	3	-4	-1	-18	2	-9	6	5
Cc1c(NC(=O)Nc2ccc3c(c2)OCO3)c(=O)n(-c2ccccc2)n1C
    26	4	0	-8	-1	4	3	16	-8	-12	9
CCCOc1ccc(-c2nc3c(c(=O)[nH]c(=O)n3Cc3ccccc3)n2CCO)cc1OCC
    -17	1	8	18	6	-6	15	4	-4	-10	5
CN(C)S(=O)(=O)c1ccc(N2CCCC2)c(C(=O)NNC(=O)COc2ccc(Cl)cc2)c1
    -25	2	-7	1	-3	0	-5	-6	9	-2	-43
CCOC(=O)C1CCCN(C(=O)c2cc(Nc3ccc(OC)cc3OC)nc3ccccc23)C1 (stereo not given)
    -2	9	-6	-23	-3	2	-24	-1	-12	13	-18
CC(C)(C)c1ccc(-c2n[nH]c(=S)n2CCCN2CCOCC2)cc1
    6	-2	3	-41	0	-4	0	-3	12	7	-5
Cc1ccc(C(=O)OCC(=O)N(CCc2ccccc2)Cc2ccccc2)cc1S(=O)(=O)N1CCOCC1
    -7	-10	1	-12	8	-8	0	-6	-62	-9	-31

# Continuation.
# Value order – NR5A2 inv ag	ABHD5-PLIN5 inh	COUP-TFII inh	NCOA2 inhibitor	Granule exo inh	TLR9-MyD88 inh	TROY NFkB inh	NOD2-RIPK2 inh	NCOA3 inh	TWEAK-Fn14 inh	SRC1 inh
Cc1ccc(S(=O)(=O)N2C[C@H]3C(=O)C[C@@H](c4ccccc4F)N(S(=O)(=O)c4ccc(C)cc4)[C@H]3C[C@H]2c2cccc3ccccc23)cc1
    0	-5	15	12	-6	-8	-8	4	-6	-16	-17
COC(=O)C1=C(NC(C)=O)CCS1
    13	-5	-3	-13	10	1	1	3	20	11	-4
CCn1c2ccccc2c2nnc(SCCCn3c(=O)[nH]c4ccccc43)nc21
    2	2	·	·	0	-8	32	-9	3	27	0
COc1cc(/C=N/N=C2\CC3CCC2(C)C3(C)C)ccc1O (stereo not given)
    11	-4	2	-20	-2	10	17	2	-18	-22	-18
CN(C)S(=O)(=O)c1ccc(C(=O)Nc2ccc(S(=O)(=O)NC3=NCCCCC3)cc2)cc1
    -6	0	0	-24	-2	-3	-6	0	10	0	-2
CCOC(=O)c1c(S(=O)(=O)NCC(=O)Nc2ccc(F)cc2)c(C)n(C)c1C
    4	5	0	-7	1	6	-13	-11	21	0	8
COc1ccc(OC)c(S(=O)(=O)N(C)CC(=O)O)c1
    4	1	-4	-24	-3	-9	-4	-9	-17	11	4
Cc1onc(-c2c(F)cccc2Cl)c1C(=O)NC(=S)Nc1c(C)n(C)n(-c2ccccc2)c1=O
    1	3	-3	-1	-1	16	0	2	0	42	-8
O=C(COC(=O)C1(c2ccccc2F)CCCC1)NCc1cccs1
    -4	3	7	22	8	2	-9	-5	11	-15	-18
O=C(NCc1cccs1)C1CCC(=O)N1C1CCCCC1 (stereo not given)
    -11	6	-1	10	0	3	3	-11	3	9	-7
O=S(=O)(Nc1nc2ccccc2nc1Cl)c1ccc2c(c1)OCCO2
    -4	-9	2	-24	-1	-1	-4	-6	11	-5	-7
O=C(NCc1ccccc1)C1=C[C@@H](c2ccccc2)C[C@@H](OCCCCO)O1
    -26	-4	-5	-6	8	7	-36	3	5	0	8
O=C1Nc2ccccc2-n2nnnc2C1N1CCc2ccccc2C1 (stereo not given)
    1	3	-10	8	-4	·	·	3	·	·	·
Cc1ccc(NC(=O)NC(=O)CSc2nnnn2C)c(C)c1
    -17	1	-13	-11	-6	3	-14	-2	-1	-7	-10
CC1(C)CC(Cc2nc(=S)[nH][nH]2)C(=O)O1 (stereo not given)
    0	-9	2	17	-3	-7	13	2	-5	8	4

# Carrying on.
# Value order – NR5A2 inv ag	ABHD5-PLIN5 inh	COUP-TFII inh	NCOA2 inhibitor	Granule exo inh	TLR9-MyD88 inh	TROY NFkB inh	NOD2-RIPK2 inh	NCOA3 inh	TWEAK-Fn14 inh	SRC1 inh
CC1(C)CC(=O)C(C=NCCCO)=C(O)C1
    11	13	-10	-15	-7	-1	-3	-13	12	81*	8
Cc1csc2c(N3CCCCC3)ncnc12
    -31	2	-20	-63	12	5	-21	4	-28	-2	-36
Cc1cc(=O)oc2cc(OCC(=O)NC3CCN(Cc4ccccc4)CC3)c(Cl)cc12
    -2	-5	-20	7	-5	5	-15	-10	-30	-40	-3
O=C(OCC(=O)N1CCNC1=O)c1ccccc1Cl
    -7	-4	-19	-39	1	3	-14	5	-26	-12	-41
COc1ccc(CNC(=O)C(C)OC(=O)Cn2cnc3c2c(=O)n(C)c(=O)n3C)cc1 (stereo not given)
    -7	-2	16	6	-4	2	3	-4	2	-3	2
C=CCc1cccc2cc(C(=O)NNC(=O)c3ccncc3)c(=O)oc12
    -2	3	-2	-6	0	-1	-11	-7	3	-20	-52
CC(C)(C)CN1CCNC[C@H]1Cc1cccc2ccccc12
    -14	4	8	-10	-3	-8	-1	-4	-5	4	-4

# A portion of the library; rates above refer to the full screens.
